KB-3-1 cytotox = kills parental KB-3-1 adenocarcinoma cells | KB-3-1 viability, CellTiter-Glo ATP luminescence, 72 h | Potency, µM (series often up to 46.1 µM), for inactives: at the highest dose activity change, negative = cytotoxic, actives largely listed as cytotoxic | 400,000 compounds, 1.4% hits; also: potency is read from the fitted curve at half-maximal effect; % is scaled to controls: 0 for no effect and ±100 for the full control effect; nearly all actives have a fitted effect of over 60% in size
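KB-3-1 parental drug-naive adenocarcinoma cells in DMEM/10% FBS, incubated 72 h at 37 C with pin-transferred compounds across a concentration series. Viability by CellTiter-Glo luminescence; concentration-response curves fitted after normalization.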
HT1080NT lethal = kills 2HG-producing HT-1080-NT fibrosarcoma cells; AID 686970; HT-1080-NT fibrosarcoma viability, CellTiter-Glo ATP luminescence, 48 h; 360,000 compounds, 1.6% hits; Potency, µM (highest dose often 46.1 µM), for the others: at the highest dose activity, negative = less viability, most hits filed as cytotoxic;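 also: NT is the 2HG producing partner of a matched IDH1 knockdown line; potency is read from the fitted curve at half-maximal effect; 0% = DMSO-treated cells and -100% = media-only wells without cells; nearly all actives have a fitted effect of over 55% in size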
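Toxicity toward the 2HG-producing NT line was scored as %Activity, normalised to DMSO and no-cell wells, from CellTiter-Glo luminescence after 48 hours' treatment.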
MCF10A rerep = induces DNA re-replication in MCF 10a normal breast cells | Potency, µM (titrated, usually from 46.1 µM), without a hit: top-dose activity, positive = re-replication, usual class: activators | 350,000 compounds, 2.9% hits | MCF 10A DNA re-replication, Hoechst nuclear intensity, 48 h; also: potency is read from the fitted curve at half-maximal effect; % of control where 0% means no effect; nearly all actives have a fitted effect of over 50% in size
S2 tox = viability counter-screen for ATXN expression inhibitors; S2 cells (HEK-293 line with an ATXN2-luciferase reporter) viability, CellTiter-Fluor protease fluorescence, 24 h; Potency, µM (top dose mostly 56.7 µM), hits mostly cytotoxic; 400,000 compounds, 0.49% hits; AID 651635; also: potency is read from the fitted curve at half-maximal effect; nearly all actives have a fitted effect of over 40% in size
HT1080 IDH1KD tx = toxicity to HT-1080 IDH1 knockdown cells (counter line). HT-1080 IDH1 knockdown viability, ATP luminescence, 48 h. 360,000 compounds, 2% hits. Potency, µM (doses to about 46.1 µM), inactives show top-dose activity, negative = toxicity, hits mostly cytotoxic;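 also: potency is read from the fitted curve at half-maximal effect; 0% = DMSO wells and -100% = cell-free medium wells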
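After a 2 h attachment period, IDH1KD HT-1080 cells took pin-transferred compound for 48 h at 37 °C; ATP-based luminescence after 10 min room-temperature reagent incubation reported viability.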
ATXN2 expr inh = reduces ATXN2 reporter expression in HEK-293 cells. Potency, µM (doses to about 57 µM), for the others: at the highest dose activity change, negative = inhibition, actives largely listed as inhibitors. 360,000 compounds, 0.72% hits. HEK-293 ATXN2-luciferase reporter, luminescence, 24 h; also: potency is read from the fitted curve at half-maximal effect; % is scaled to controls: 0 for no effect and ±100 for the full control effect; nearly all actives have a fitted effect of over 55% in size
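ATXN2-luciferase reporter cells (luciferase flanked by upstream and downstream ATXN2 gene portions) were treated 24 h at 37 °C with compounds at up to 57 uM. SteadyGlo luminescence gave expression; GF-AFC fluorescence gave viability.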
KB-V1 MDR tox = KB-V1 MDR subline cytotoxicity; KB-V1 MDR cells viability, CellTiter-Glo, 72 h; Potency, µM (titrated, usually from 46.1 µM), for the others: top-dose activity change, negative = cytotoxicity, usual class: cytotoxic; 400,000 compounds, 3.4% hits; AID 1347076; also: potency is read from the fitted curve at half-maximal effect; % is scaled to controls: 0 for no effect and ±100 for the full control effect; nearly all actives have a fitted effect of over 60% in size
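In this primary screen, KB-V1 cells overexpressing P-gp are incubated with library compounds (lowest to highest concentration) for 72 h at 37 degrees C before a luminescent ATP viability read.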
IL-1B inflam inh = inhibitors of inflammasome signaling (IL-1 beta secretion). 360,000 compounds, 4.7% hits. AID 743279. activity change, % at 57.5 µM. THP-1 LPS/ATP IL-1B secretion, AlphaLISA, 16 h; stronger effect = lower value; in the data active = activity change below about -50%; inconclusive = mostly about -30% to -49%; also: % is scaled to controls: 0 for no effect and ±100 for the full control effect
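THP-1 cells pretreated 1 hr with compounds (up to 57.5 uM final), then stimulated with LPS (250 ng/mL final) plus ATP (1.25 mM final); secreted IL-1B measured by AlphaLISA after 16 hr, decreased signal indicating inhibition.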
SW480 rereplic = inducers of DNA re-replication in SW480 colon cancer cells | 340,000 compounds, 1.8% hits | Potency, µM (doses to about 46.1 µM), without a hit: top-dose re-replication activation, hits mostly activators | SW480 DNA re-replication, Hoechst DNA content imaging, 48 h | AID 624297; also: potency is read from the fitted curve at half-maximal effect; % of control where 0% means no effect; nearly all actives have a fitted effect of over 55% in size
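Readout is total intensity of Hoechst-stained nuclei, excited at 405 nm and collected at 500-530 nm. Compound treatment lasted 48 hr at 37 C in 5% CO2 before staining.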
Active calls of the source: *; i = inactive; ? = inconclusive; · = no result given; [ ] = remark or other dose. Unless noted, calls follow the shape of the dose curve; as a rule, active = well fitted curve in the direction sought with a large enough effect; inconclusive = small, poorly fitted or top-dose-only effect, or another doubt; inactive = no such curve, though single readings can be large; an effect the other way counts as inactive or inconclusive.

structure	SW480 rereplic	HT1080 IDH1KD tx	ATXN2 expr inh	MCF10A rerep	S2 tox	IL-1B inflam inh	KB-3-1 cytotox	HT1080NT lethal	KB-V1 MDR tox
COc1ccc(C(CNC(=O)COc2cccc(C(F)(F)F)c2)N2CCCC2)cc1 (configuration not stated)	-19%	-4%	-18%	3%	i	-1	-1%	-9%	0%
CCOc1ncccc1C(=O)OCC(=O)Nc1ccc(C(N)=O)cc1	-15%	10%	-8%	0%	i	0	-4%	12%	9%
O=C1CC(c2ccccc2)Sc2ccccc2N1Cc1ccccc1F (configuration not stated)	·	·	-28%	·	?	·	?	·	?
Nn1c(SCc2cccc(Br)c2)nnc1-c1cccnc1	-40%[inhibitor]	3%	-10%	?	i	·	-13%	9%	-7%
COc1ccc(NC(=O)CN(C)CC(=O)Nc2cccc(S(=O)(=O)N(C)c3ccccc3)c2)cc1	1%	-18%	-25%	?	i	?	-2%	-21%	?
Cc1cc(NC(=O)c2c(F)cccc2Cl)no1	?	2%	-2%	0%	i	-10	9%	11%	5%
CCOC(=O)C1CCN(c2c(NCCN3CCCCC3C)c(=O)c2=O)CC1 (configuration not stated)	-10%	1%	3%	-2%	i	-2	10%	-2%	0%
Cc1ccc(CNC(=O)CN(C(=O)C2(C)CC(=O)N=C3C=CC=CN32)c2cccc(C)c2C)cc1 (configuration not stated)	-1%	9%	-7%	-9%	i	9	10%	7%	3%
COCCn1c(=O)[nH]c2cc(C(=O)NCc3cccnc3)ccc2c1=O	-4%	0%	2%	2%	i	17	19%	2%	0%
CC(C)c1ccc(NC(=O)CCNS(=O)(=O)c2cccc3nonc23)cc1	0%	-1%	-5%	-6%	i	17	-10%	4%	-23%
COc1cccc(C(=O)N2CCC[C@H]2C(=O)N2CCC[C@H]2C(=O)NCc2ccccn2)c1	·	6%	4%	·	i	20	17%	22%	3%
Cc1csc2nc(CNS(=O)(=O)c3ccc4c(c3)OCCO4)cn12	-16%	7%	8%	1%	i	16	0%	11%	1%
Cc1ccccc1S(=O)(=O)N1C[C@H]2[C@H]3C(=O)N(c4ccccc4)C(=O)[C@H]3CC(=O)[C@H]2[C@@H]1c1ccc(Cl)cc1	·	30%	1%	·	i	7	0%	9%	14%
CC(=O)Nc1cc(C(=O)N2CCCC2)ccc1Sc1ccc(Cl)cc1	-6%	-6%	-4%	-6%	i	3	-10%	-3%	-28%
CN(CCC1CCOCC1)Cc1nc(Cc2ccccc2F)no1	-3%	10%	·	0%	i	4	0%	2%	-2%
Cc1ccc2nc(NNC(=O)c3ccc4c(c3)OCCO4)sc2c1	2%	-12%	4%	9%	i	14	-15%	-4%	1%
COc1ccccc1OCCNC(=O)c1c(-c2ccccc2Cl)noc1C	-7%	12%	4%	14%	i	i	3%	9%	?
CN(C(=O)CSc1nc(N)nn1-c1ccccc1)c1ccccc1	1%	12%	6%	3%	i	-6	0%	6%	9%
CCN(c1ccccc1)S(=O)(=O)c1ccc(Cl)c(C(=O)NCc2ccco2)c1	4%	10%	2%	-14%	i	3	·	6%	·
COc1ccc(CN2CCNC(=O)C2CC(=O)NCCCn2cccn2)c(OC)c1 (configuration not stated)	20%	15%	-22%	5%	i	1	-14%	12%	6%
Cc1cccc(C(=O)N2CCN(c3ccc(C(F)(F)F)cn3)CC2)c1C	-1%	-4%	?	-11%	i	-26	0%	-8%	-28%
O=C1NC[C@H](c2ccccc2)N(CCc2cccc(F)c2)C1=O	-7%	14%	7%	0%	i	7	-10%	18%	14%
Cc1ccc(S(=O)(=O)NCCC(c2ccc(F)cc2)c2ccco2)cc1 (configuration not stated)	6%	-23%	3%	?	i	-7	?	-8%	21µM*
CCOc1ccc(-c2nc(C#N)c(NCC(C)C)o2)cc1	-2%	?	·	-2%	·	-12	-1%	?	0%
CCOC(=O)[C@]12CCCC=C1N(CCc1ccc(OC)c(OC)c1)C(=O)[C@H](CC(=O)NCCCN1CCCC1=O)C2	·	10%	·	·	·	-14	-9%	-7%	-1%
CCOCCC(=O)Nc1nnc(CCc2ccccc2)s1	1%	0%	·	0%	·	-3	0%	-1%	0%
Cc1ccc(-n2c(=O)c3ccc(C(=O)NCc4ccccc4Cl)cc3n(CC(=O)Nc3cccc(Cl)c3)c2=O)cc1	·	·	8%	·	i	·	16%	·	0%
Cc1ccc(-c2cc(-c3n[nH]c(=S)n3C)c3ccccc3n2)cc1	2%	-6%	4%	-16%	i	-23	7%	-5%	2%
CC(=O)Nc1ccc(S(=O)(=O)N2CCN(c3nnnn3-c3ccccc3)CC2)cc1	1%	-2%	2%	-29%	i	-16	-4%	11%	10%
Cc1ccc(C2C(C=Nc3c(C)n(C)n(-c4ccccc4)c3=O)=C(c3ccccc3)Oc3ccccc32)cc1 (configuration not stated)	13%	15%	-18%	-2%	i	-19	?	-12%	-23%
COc1cc(OC)c(NC(=O)Cn2c(=O)cc(C)c3c(C)nn(-c4ccc(C)cc4)c32)cc1Cl	·	·	-1%	·	i	·	4%	·	0%
CC1=C([N+](=O)[O-])C(c2ccc(O)c(O)c2)NC(=O)N1 (configuration not stated)	-3%	13%	2%	-1%	i	55	7%	9%	27%
COc1ccccc1S(=O)(=O)N(C)C[C@H]1OCc2cnnn2CCCC(=O)N([C@H](C)CO)C[C@@H]1C	·	6%	12%	·	i	18	3%	15%	?
C=CCOc1ccc(CNCCO)cc1OCC	-3%	2%	-10%	0%	i	6	11%	-6%	?
N#Cc1cccc(NCC(=O)Nc2cccc(S(=O)(=O)N3CCCCC3)c2)c1	?	0%	-12%	11%	i	?	3%	-3%	0%
Cc1oncc1C(=O)Nc1ccc2ccccc2c1	-8%	-7%	33%[activator]	-2%	i	-17	16%	-8%	?
CCc1nnc(NC(=O)C2CCN(S(=O)(=O)Cc3ccccc3)CC2)s1	-11%	6%	9%	2%	i	40	13%	0%	18%
O=C(CSc1cccc2cccnc12)NCc1ccco1	-3%	2%	1%	1%	?	0	5%	2%	18%
CC(=O)Nc1ccc(NC2=C/C(=N/S(=O)(=O)c3cccs3)c3ccccc3C2=O)cc1	4.1µM*	9.2µM*	16µM*	8.2µM*	10µM*	-95*	21µM*	16µM*	0%
CC1(C)CC[C@]2(C(=O)O)CC[C@]3(C)C(=CC[C@@H]4[C@@]5(C)CC[C@H](O[C@@H]6O[C@H](C(=O)O)[C@@H](O)[C@H](O[C@@H]7OC[C@H](O)[C@H](O)[C@H]7O)[C@H]6O)C(C)(C)[C@@H]5CC[C@]43C)[C@@H]2C1	?	?	11µM*	?	11µM*	-110*	3%	18µM*	-2%

One compound at a time, as listed above:
CC1(C)CC[C@]2(C(=O)O)CC[C@]3(C)C(=CC[C@@H]4[C@@]5(C)CC[C@H](O[C@@H]6O[C@H](C(=O)O)[C@@H](O)[C@H](O[C@@H]7OC[C@H](O)[C@H](O)[C@H]7O)[C@H]6O)C(C)(C)[C@@H]5CC[C@]43C)[C@@H]2C1 is entered as SW480 rereplic: ?; HT1080 IDH1KD tx: ?; ATXN2 expr inh: 11µM*; MCF10A rerep: ?; S2 tox: 11µM*; IL-1B inflam inh: -110*; KB-3-1 cytotox: 3%; HT1080NT lethal: 18µM*; KB-V1 MDR tox: -2%
Cc1ccc(S(=O)(=O)NCCC(c2ccc(F)cc2)c2ccco2)cc1 (configuration not stated) is entered as SW480 rereplic: 6%; HT1080 IDH1KD tx: -23%; ATXN2 expr inh: 3%; MCF10A rerep: ?; S2 tox: i; IL-1B inflam inh: -7; KB-3-1 cytotox: ?; HT1080NT lethal: -8%; KB-V1 MDR tox: 21µM*
Cc1cccc(C(=O)N2CCN(c3ccc(C(F)(F)F)cn3)CC2)c1C is entered as SW480 rereplic: -1%; HT1080 IDH1KD tx: -4%; ATXN2 expr inh: ?; MCF10A rerep: -11%; S2 tox: i; IL-1B inflam inh: -26; KB-3-1 cytotox: 0%; HT1080NT lethal: -8%; KB-V1 MDR tox: -28%

Continued:
structure	SW480 rereplic	HT1080 IDH1KD tx	ATXN2 expr inh	MCF10A rerep	S2 tox	IL-1B inflam inh	KB-3-1 cytotox	HT1080NT lethal	KB-V1 MDR tox
CCn1cc(CN2CCN(CCc3ccccc3)C(CCO)C2)c(C)n1 (configuration not stated)	-3%	-1%	-19%[11.3 µM]	3%	i	4	-6%	4%	-2%
COc1ccccc1CC(=O)Nc1cccc2c1CCCC2	-17%	2%	-7%	5%	i	2	5%	8%	1%
Cn1c(=O)c2c(nc(N3CCCCC3)n2CC(O)COc2ccccc2)n(C)c1=O (configuration not stated)	-4%	2%	·	2%	i	13	17%	2%	-29%
COC(=O)C1=NN(C(=O)c2ccccc2)C(O)(c2ccc([N+](=O)[O-])cc2)C1 (configuration not stated)	-5%	14%	0%	-3%	i	3	6%	18%	27%

3 entries from above, as labelled records:
N#Cc1cccc(NCC(=O)Nc2cccc(S(=O)(=O)N3CCCCC3)c2)c1
  SW480 rereplic: ? | HT1080 IDH1KD tx: 0% | ATXN2 expr inh: -12% | MCF10A rerep: 11% | S2 tox: i | IL-1B inflam inh: ? | KB-3-1 cytotox: 3% | HT1080NT lethal: -3% | KB-V1 MDR tox: 0%
Cc1oncc1C(=O)Nc1ccc2ccccc2c1
  SW480 rereplic: -8% | HT1080 IDH1KD tx: -7% | ATXN2 expr inh: 33%[activator] | MCF10A rerep: -2% | S2 tox: i | IL-1B inflam inh: -17 | KB-3-1 cytotox: 16% | HT1080NT lethal: -8% | KB-V1 MDR tox: ?
CC(=O)Nc1ccc(NC2=C/C(=N/S(=O)(=O)c3cccs3)c3ccccc3C2=O)cc1
  SW480 rereplic: 4.1µM* | HT1080 IDH1KD tx: 9.2µM* | ATXN2 expr inh: 16µM* | MCF10A rerep: 8.2µM* | S2 tox: 10µM* | IL-1B inflam inh: -95* | KB-3-1 cytotox: 21µM* | HT1080NT lethal: 16µM* | KB-V1 MDR tox: 0%

From PubChem

The order is random; about 11% have a hit in one of these screens.
